Screening data from PubChem BioAssay.
14-3-3 PPI = alters human 14-3-3 gamma binding to Raf peptide; P61981; FP, 14-3-3gamma / TMR-pS259-Raf peptide binding; inhibition, % at 40 µM; 160,000 tested, 0.19% active; AID 422; in the data active means inhibition above about 30%;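 further: 0% = protein plus tracer without compound and 100% = blank with tracer alone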
Target sequence (P61981 whole entry, looked up): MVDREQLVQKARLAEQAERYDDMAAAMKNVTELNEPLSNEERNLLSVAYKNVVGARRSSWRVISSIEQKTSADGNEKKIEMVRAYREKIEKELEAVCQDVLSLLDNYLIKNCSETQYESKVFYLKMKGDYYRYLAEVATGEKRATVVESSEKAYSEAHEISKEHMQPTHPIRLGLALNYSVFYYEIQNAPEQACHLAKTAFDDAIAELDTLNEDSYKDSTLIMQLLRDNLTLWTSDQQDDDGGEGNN
Numbers without * were called inactive; & = joins results of further samples. This is a subset; count on the stated rates, not on these rows.

Compound | 14-3-3 PPI
COc1cccc(C=NCCNC(=O)c2nonc2N)c1O | 13.3&4.6
Cc1ccc(OCC(=O)NCCN2CCCC2)cc1 | -2.9
CCOC(=O)c1c(NC(=O)c2cccs2)sc(C(=O)Nc2ccc3c(c2)OCO3)c1C | 0.8
CCOC(=O)N1CCN(C(=O)C2CCCN(S(C)(=O)=O)C2)CC1 (centres undefined) | -3.2
COc1ccccc1-n1c(=S)[nH]c2[nH]ncc2c1=O | -0.1
C=CCN1Cc2ccc(C(=O)O)cc2C1 | 7.8
Cc1cc(C)cc(Nc2cc(C)nc3nc(C)nn23)c1 | -6.6
CN1C(=O)C(O)(CC(=O)c2ccc(F)cc2)c2cc(Br)ccc21 (centres undefined) | -5.1
COc1ccccc1C(=O)Nc1ccc(NC(=O)c2ccc(Br)cc2)cc1 | 1.4
CCN(CC)CCCNc1nnc(C)c(=O)[nH]1 | -13.8
O=c1c2ccc([N+](=O)[O-])c3cccc(c32)c2nc3ccccc3n12 | 1.1
Fc1ccc(NCc2nnc(SCc3nnc(-c4ccccc4)o3)n2CC2CCCO2)cc1 (centres undefined) | 0.5
COC(=O)c1ccc2c(=O)n(CCc3cnc[nH]3)c(=S)[nH]c2c1 | -3.8
Cc1ccc(Cc2cc(C)ncc2C)c(C)c1 | 1.3
CCCn1c(=N)n(CC(O)c2ccccc2)c2ccccc21 (centres undefined) | -1.4
CCN(CC)c1ccc2c(c1)CCCN2 | -25.0
CCOC(=O)C1=C(N)OC2=C(C(=O)CC(c3ccccc3)C2)C1c1ccc(Cl)cc1 (centres undefined) | -0.5
CCCCOc1ccc(C(=O)Nc2ccncc2)cc1 | 5.4
O=C1C(=O)N(c2ncccn2)C(c2ccccc2F)/C1=C(\O)c1ccccc1 (centres undefined) | 0.5
NC(=O)c1ccc(N=c2oc3ccccc3cc2C(=O)Nc2ccccc2)cc1 | 7.3
COc1ccccc1CCNC1CC(=O)N(c2ccc(-c3nc4ccc(C)cc4s3)cc2)C1=O (centres undefined) | -22.8
COc1ccc(S(=O)(=O)NCCCCNS(=O)(=O)c2ccc(OC)cc2)cc1 | -0.2
CCn1ncc(C2=NOC(C(=O)N3CCC(C(N)=O)CC3)C2)c1C (centres undefined) | -3.9
CCOC(=O)c1c(C)n(CC(O)c2ccccc2)c2ccc(O)cc12 (centres undefined) | 0.2
COc1ccc(C=Cc2nc(N)nc(-c3ccccc3O)n2)cc1 | 6.3
CCOC(=O)Cc1cc(=O)[nH]c(Nc2nc3ccccc3o2)n1 | 3.2&-5.5
Cc1ccc(/C(O)=C2\C(=O)C(=O)N(CCCN3CCOCC3)C2c2ccc(C(C)C)cc2)cc1 (centres undefined) | -2.4
CCc1ccccc1NC(=O)CSc1ncnc2c1sc1ccccc12 | -3.5
O=C(CSc1nc2ccc(NC(=O)c3ccccc3Cl)cc2s1)Nc1ccccc1 | -23.8
O=C(CCCCn1c(=S)[nH]c2ccsc2c1=O)NCc1ccccc1Cl | -11.2
O=C(NCCSCc1ccccc1)c1ccc(Cn2c(=O)[nH]c3ccccc3c2=O)cc1 | 7.4
CCC(C)(C)n1nnnc1CN1CCC(c2nc3ccc(C)cc3[nH]2)CC1 | -8.9
COc1cc(OC)c(C2Oc3nc(SC)nnc3-c3ccccc3N2C(C)=O)cc1OC (centres undefined) | 1.6
CCOc1ccc(-n2nc(C(=O)Nc3cc(Cl)c(OC)cc3OC)c3ccccc3c2=O)cc1 | 3.8
COc1cc(OC)c(NC(=O)CSc2nc3ccccc3n2S(=O)(=O)c2ccc(Cl)cc2)cc1Cl | -2.8
CCCn1c(/N=C/c2cc(OC)ccc2O)nc2ccccc21 | 3.3
CC(C)c1ccccc1NC(=O)c1ccco1 | -12.3&-3.1
CCOc1ccccc1C1C(C(=O)OC2CCCCC2)=C(C)NC2=C1C(=O)CC(c1ccc(OC)c(OC)c1)C2 (centres undefined) | -2.9
CSc1ccc(C2C3=C(CC(C)(C)CC3=O)Nc3nnnn32)cc1 (centres undefined) | 8.0
O=C(COc1cc(Cl)c(Cl)cc1Cl)Nc1ccncc1 | -4.7
OCCCN1c2ccccc2Nc2nnc(-c3ccccc3)cc21 | -8.4
FC(F)(F)c1cc(-c2cccs2)nc2nc(=S)[nH]n12 | -6.6
Cc1ccc(C(=O)OCC(=O)Nc2ccc3c(c2)OCO3)o1 | 2.3
CC(C)c1nc(SCC(=O)Nc2cccc(C(F)(F)F)c2)c2c(=O)n(C)c(=O)n(C)c2n1 | -5.9
O=C(CNC(=O)c1ccccc1F)NC1=NCCS1 | 0.8
Cc1cc(=O)[nH]c(Cc2ccc(OC(C)C)cc2)n1 | 3.6
CSc1ccc(S(=O)(=O)Nc2c(C)cccc2C)cc1 | 1.8
CCOC(=O)N1CCN(C(=O)Cc2ccc(-n3c(=S)[nH]c4ccccc4c3=O)cc2)CC1 | -5.2
O=C(NC1CCCCCC1)c1c[nH]c2ccc(S(=O)(=O)N3CCc4ccccc43)cc2c1=O | -6.4
CCCCCOCC(O)CN1CCCCC1 (centres undefined) | -7.9
O=[N+]([O-])c1cccc(-c2nnc(SCc3ccccc3)n2-c2ccccc2)c1 | 2.8
Cc1cc(C(F)(F)F)nn1CC(=O)Nc1sc2c(c1C#N)CCC(C(C)(C)C)C2 (centres undefined) | -6.9
CCCc1cc(=O)oc2cc3occ(-c4ccc(F)cc4)c3cc12 | -8.5
CC(=O)NC1(C(=O)NC2CCCC2)CCCCC1 | -7.7
CS(=O)(=O)NCCNS(=O)(=O)c1ccccc1 | -5.5
COc1cc2nc(SCC(=O)NCCc3ccccc3)n(Cc3ccco3)c(=O)c2cc1OC | -16.3
Cn1c(=O)c2c(ncn2CC(=O)c2ccc(Cl)cc2)n(C)c1=O | -21.7
O=S(=O)(c1cccc2cccnc12)N1CCc2ccccc2C1 | 6.3
CCCCC(=O)Nc1ccc(S(=O)(=O)NC(=O)CC)cc1 | -20.8
Cc1cc(NC(=O)c2ccc(Br)cc2)nc2c1c(=O)oc1ccccc12 | -38.4

Individual results from the list:
14-3-3 PPI result of COc1cc2nc(SCC(=O)NCCc3ccccc3)n(Cc3ccco3)c(=O)c2cc1OC is entered as -16.3
14-3-3 PPI result of O=[N+]([O-])c1cccc(-c2nnc(SCc3ccccc3)n2-c2ccccc2)c1 is entered as 2.8

(continued)
Compound | 14-3-3 PPI
COc1ccc(CCNC(=O)c2sc3ncn(Cc4ccccc4Cl)c(=O)c3c2C)cc1OC | -4.2
O=C(NCCc1ccccc1)c1ccc2c(c1)NC(=O)C(N1CCOCC1)S2 (centres undefined) | -8.2
N#Cc1c(NC(=O)c2cc(-c3ccc4c(c3)OCO4)on2)sc2c1CCC2 | -15.9
COC(=O)C1=C(C)NC(=S)NC1c1ccc(OCC(=O)N2CCCCCC2)c(OC)c1 (centres undefined) | 2.4
COc1ccc(C2/C(=C(\O)c3ccccc3)C(=O)C(=O)N2c2ccc(F)cc2)c(OC)c1 (centres undefined) | -4.8
COc1ccc(C2(c3ccc(OC)cc3)C=Cc3ccc4ccccc4c3O2)cc1 | -8.2
Cc1onc(-c2ccccc2Cl)c1C(=O)N1CCCC(C)C1 (centres undefined) | -8.3
Cc1ccc(NC(=O)CSc2nc3ccccc3c(=O)n2CCC(=O)N2CCCCC2)cc1Cl | 3.5
Cc1cc(C(F)F)n2ncc(C(=O)NCc3ccccc3C(F)(F)F)c2n1 | -4.2
O=C(Oc1ccc(-c2ccccc2)cc1)N1CCOCC1 | 7.1
CC1=C(C(=O)Nc2cccc(C)n2)C(c2ccc(Cl)c([N+](=O)[O-])c2)C2=C(CCCC2=O)N1 (centres undefined) | 4.0
CCCC(=O)N1c2ccccc2-c2nnc(SC)nc2OC1c1cccc(C)n1 (centres undefined) | -1.5
COc1ccc(-n2nc(C(=O)Nc3cccc(Cl)c3)c3ccccc3c2=O)cc1 | 3.3
CCCn1c(SCC(=O)Nc2ccc3c(c2)OCCO3)nnc1-c1ccco1 | -4.3
CCOc1ccc(C2=NN3C(C2)c2ccccc2OC3c2ccc(C)cc2)cc1 (centres undefined) | -7.6
COc1ccc(-c2nc(N)ncc2Oc2ccccc2Br)c(O)c1 | 3.2
Cc1cccn2c(=O)c(C=Nc3c(C)n(C)n(-c4ccccc4)c3=O)c(N3CCCC3)nc12 | -9.9
O=c1[nH]n(-c2ccc([N+](=O)[O-])cc2Cl)c(=O)c2ccccc12 | -2.6
O=C(Nc1cccc(Cl)c1)C1CCN(S(=O)(=O)c2ccc(Br)s2)CC1 | -17.2
COC(=O)CCC(=O)Nc1cccc(C(=O)Nc2cccc(Cl)c2)c1 | -13.1
COc1ccc(C(c2cc(C(C)(C)C)c(O)c(C(C)(C)C)c2)N2CCOCC2)cc1 (centres undefined) | -0.8
CCCNC(=O)NC(=O)c1c(Cl)nc(C)c(Cl)c1C | -1.6
COc1cc(-n2c(=O)c3ccccc3n(CC(=O)NCc3ccco3)c2=O)cc(OC)c1OC | -8.2
O=c1oc2c(CN3CCOCC3)c(O)c(Cl)cc2c2c1CCCC2 | -1.6
NC(=O)c1cc(-c2ccccc2)nc(N2CCOCC2)n1 | 0.7
CCC(C)NC(=O)C1CCC(=O)N1Cc1ccc(C)cc1 (centres undefined) | -3.2
CCOC(=O)C1=C(C)Nc2nc(SCC)[nH]c(=O)c2C1c1ccncc1 (centres undefined) | -5.2
CCOC(=O)C1=C(c2ccccc2)SC(=C2C(=S)C(C)(C)Nc3ccccc32)S1 | 3.9
Cc1ccc(-n2nnnc2SCC(=O)Nc2ccc(Br)cc2)cc1C | 1.0
Cc1ccc(Oc2ccc(-c3nc(N)nc(N)n3)cc2)cc1 | -8.4
O=C(CN1C(=O)CSC1=O)NC1CCCCC1 | -4.3
O=C1CC(NCc2ccc(Cl)cc2)C(=O)N1c1ccc(-c2nc3ccccc3o2)cc1 (centres undefined) | -83.1
O=C(Nc1cccc(Cl)c1)c1cc(S(=O)(=O)N2CC3CC(C2)c2cccc(=O)n2C3)ccc1F (centres undefined) | 1.4
Nc1c(C(=O)c2ccc(F)cc2)sc2nc(-c3ccccc3)cc(-c3ccco3)c12 | -96.7
CC1CCCC(C)N1CC(O)COc1ccc(C2CCCCC2)cc1 (centres undefined) | 14.5
CC(=O)N1CCc2cc(S(=O)(=O)NC(C(=O)NCc3ccccc3Cl)C(C)C)ccc21 (centres undefined) | -6.7
CCCCN(C)C(=O)Cc1ccc(-n2c(=S)[nH]c3ccccc3c2=O)cc1 | -4.5
CCOC(=O)c1c(C)c(C(=O)NCc2cccnc2)c(C)n1CC | -11.5
COC(=O)c1ccc(C(=O)OC)c(NC(=O)CSc2nc(-c3ccco3)cc(C(F)(F)F)n2)c1 | -10.2
COCCCn1c(C)nc2c(c1=O)c1nc3ccccc3nc1n2CCc1ccccc1 | 1.1

3 entries out of the list above, ordered by their value in 14-3-3 PPI, falling.
mol | 14-3-3 PPI
COc1ccc(C=Cc2nc(N)nc(-c3ccccc3O)n2)cc1 | 6.3
COc1ccccc1C(=O)Nc1ccc(NC(=O)c2ccc(Br)cc2)cc1 | 1.4
Fc1ccc(NCc2nnc(SCc3nnc(-c4ccccc4)o3)n2CC2CCCO2)cc1 (centres undefined) | 0.5

Continued.
Compound | 14-3-3 PPI
CCOC(=O)C(CC)Oc1ccc2c(C)c(Cc3ccccc3)c(=O)oc2c1I (centres undefined) | 2.7
CC(=O)NCC12CC3CCC(CC(C3)C1)C2 | 1.0
COc1cccc2cc(C3=NS(=O)(=O)c4ccccc4N3)c(=O)oc12 | -6.0
CN(C)CCCNc1cc(Cl)c(S(=O)(=O)N2CCCCC2)cc1C(=O)O | -5.2
CCC(=O)Nc1ccc(NC(=O)c2ccccn2)cn1 | -5.1
Cc1nc2c(C(=O)NC3CCCC3)cnn2c(C)c1Cc1ccccc1 | -3.5
O=C(c1ccco1)N1CCC(c2nc(-c3ccccc3Cl)no2)CC1 | -0.5
CCCC(=O)Nc1ccc(N2CCOCC2)cc1 | 2.5
COc1ccc(Br)cc1C1C2=C(CC(C)(C)CC2=O)Nc2nc3ccccc3n21 (centres undefined) | -3.6
CCOC(=O)c1oc2ccccc2c1NC(=O)c1ccc2c(c1)OCO2 | 3.2
CCN(CC)CCCNC(=O)N[C@@H](Cc1ccccc1)C(=O)O | -4.4
COc1cc(-c2noc(CCC(N)=O)n2)cc(OC)c1OC | -4.8
COCCN(CCOC)c1ncnc2c1cnn2-c1ccccc1 | -3.2
O=C(Nc1ccc(Cc2ccncc2)cc1)c1ccc(-c2cccc(Cl)c2)o1 | -29.1
O=C(Cn1ncnn1)OCc1ccccc1Cl | 1.1
N#Cc1nc(Cc2cccc3ccccc23)oc1NCC1CCCO1 (centres undefined) | -2.0
C=CCc1c(NCCO)nc(C)[nH]c1=O | -7.3
c1ccc(CC2C3=C(CCCC3)Oc3ccccc32)cc1 (centres undefined) | 2.8
COCCCNC(=O)C12CCC(C)(C(=O)C1)C2(C)C (centres undefined) | 4.7
COc1ccccc1N1CCN(CC(=O)Nc2cccc(F)c2)CC1 | -0.9
COc1cc(NC(=O)c2ccccc2Cl)c(OC)cc1Cl | -2.3
O=[N+]([O-])C1=Cc2ccccc2OC1c1ccc2c(c1)OCO2 (centres undefined) | 5.8
COc1ccccc1NC(=O)C1=C(C)NC(SCC(=O)c2ccc(C)cc2)=C(C#N)C1c1ccco1 (centres undefined) | -9.6
O=C(NC1CC2CCCC(C1)N2C(=O)NC1CCCCC1)c1ccc(F)cc1 (centres undefined) | -6.7
COc1cc2c(cc1OC)C(COc1ccc([N+](=O)[O-])cc1)N(C(=O)C1CCCCC1)CC2 (centres undefined) | 0.4
O=C1CCCC2=C1C(c1cc3c(cc1[N+](=O)[O-])OCO3)Nc1ccccc1N2 (centres undefined) | 2.1
N#CCC(=O)N1CCN(C(c2ccccc2)c2ccccc2)CC1 | 8.5
O=C(O)c1cc(Cl)c(Cl)cc1C(=O)N1CCOCC1 | 1.6
